# GlmU inhibition: inhibition of mycobacterial GlmU enzyme – biochemical, glucosamine-1-phosphate acetyltransferase (AID 1376); M. tuberculosis GlmU acetyltransferase enzyme assay; higher % means a stronger effect; inhibition, %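 (tested at 30 µM in the primary screen)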, or IC50 in µM where a hit was titrated; 0.25% of 220,000 active; in the data active = inhibition above about 13%; inconclusive = no clear call, values can overlap the other calls;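 also: 0% = complete reaction with vehicle and 100% = reaction without substrate; strong numbers were not always called active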
# Mtb RmlCD inh: M. tuberculosis RmlC/RmlD inhibition; P9WH09+P9WH11; RmlC+RmlD coupled enzyme assay, percent inhibition; primary screen in compound mixtures; inhibition, % at 3.6 µM; 0.03% of 160,000 active; AID 1533; in the data active = inhibition mostly above about 34%, no sharp cut-off; inconclusive = no clear call, values can overlap the other calls; inactive = mostly below about 22%; also: some results filed as inactive read as strong as hits
# Target sequence (P9WH09 whole entry, looked up): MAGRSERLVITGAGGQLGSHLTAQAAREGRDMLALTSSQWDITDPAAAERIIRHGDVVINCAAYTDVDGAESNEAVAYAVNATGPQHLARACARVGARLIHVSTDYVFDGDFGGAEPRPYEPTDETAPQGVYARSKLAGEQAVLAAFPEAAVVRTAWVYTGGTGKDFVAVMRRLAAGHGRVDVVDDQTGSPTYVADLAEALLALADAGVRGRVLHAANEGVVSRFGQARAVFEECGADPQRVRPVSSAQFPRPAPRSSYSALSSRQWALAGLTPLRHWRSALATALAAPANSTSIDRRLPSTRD
# Target sequence (P9WH11 whole entry, looked up): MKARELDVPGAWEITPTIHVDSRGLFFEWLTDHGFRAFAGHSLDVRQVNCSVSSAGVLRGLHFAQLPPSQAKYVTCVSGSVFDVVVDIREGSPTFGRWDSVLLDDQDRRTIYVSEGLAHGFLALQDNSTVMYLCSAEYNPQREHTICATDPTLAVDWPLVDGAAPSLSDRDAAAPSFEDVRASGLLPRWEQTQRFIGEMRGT
# Starred values were filed as active, the others as inactive; ? = inconclusive; . = no result given. Not all compounds are listed (hit frequency here may not be typical).
SMILES,GlmU inhibition,Mtb RmlCD inh
COc1cc2c(cc1OC)C(C)N(C(=O)c1sc(-c3cnccn3)nc1C)CC2 (centres undefined),-1.0%,4
CCC(C)[C@H](NC(=O)NCc1ccccc1Cl)C(=O)OC (some centres undefined),1.8%,25
Cc1ccc(S(=O)(=O)CC(CN2CCCCC2)N2CCCCC2)cc1 (centres undefined),2.3%,4
O=C(c1ccco1)N1CCN(C(=O)c2[nH]ncc2[N+](=O)[O-])CC1,3.0%,-1
Nc1ccc2nn(-c3ccccc3)nc2c1,1.4%,-9
O=c1[nH]c2ccccc2c(=O)n1CCCO,4.8%,.
O=C(CSc1nnnn1-c1ccccc1)c1cc2ccccc2oc1=O,5.8%,5
Cc1cc(C)nc(SCc2cnc(C)nc2N)n1,1.6%,-13
COC(=O)NCC(c1ccco1)N1CCN(c2ccccc2)CC1 (centres undefined),-4.0%,-5
COc1ccc(Cc2nnc(SCC(=O)NC(C)c3ccccc3)o2)cc1 (centres undefined),1.6%,.
Cc1nc(C(F)(F)F)nc(Nc2ccc(N=Nc3ccccc3)cc2)c1C#N,-1.2%,-4
CN(c1ccccc1C(=O)NC1CCCCC1)S(=O)(=O)c1ccccc1,5.9%,-18
O=C1C=CC[C@H](/C=C/C[C@@H](O)C[C@H](O)CCc2ccccc2)O1,-0.8%,.
Cc1ccc(C(=O)CC2(O)C(=O)N(C)c3ccc(Br)cc32)c(C)c1 (centres undefined),-5.6%,5
Oc1ccc(CNC2CCCCC2)cc1,-3.2%,6
CCOc1ccc(N2CC(C(=O)NC3=NCCS3)CC2=O)cc1 (centres undefined),-2.7%,17
Cc1ccc2nc(-c3ccc(O)cc3)c(Nc3ccc4c(c3)OCCO4)n2c1,0.3%,-3
CCC(C)NC(=O)CN(C1CCCCC1)S(C)(=O)=O (centres undefined),-1.9%,-3
Cc1cc2ccccn2c1C(=O)c1nc(NCc2ccccc2)ncc1Cl,7.8%,6
Cn1c(-c2ccc3c(c2)OCO3)cnc1NC(=O)CCC(=O)NCCc1ccccc1,-4.9%,.
COc1ccc(NC(=O)C2CCCN(S(=O)(=O)c3ccc4c(c3)oc(=O)n4C)C2)c(OC)c1 (centres undefined),-8.3%,4
CCOC(=O)Cc1csc(NC(=O)c2ccncc2)n1,4.2%,0
S=c1[nH]c(-c2ccccc2)cn1/N=C/c1ccccc1Br,1.7%,-5
COc1ccc(/C=C(/CC(=O)Nc2ccccc2)c2nc3ccccc3s2)cc1,1.1%,6
CCC(c1nnnn1C(C)(C)C)N(Cc1cccs1)Cc1cc2cc(C)c(C)cc2n2nnnc12 (centres undefined),0.9%,.
O=C(Nc1cccc(Cl)c1)NC1CCCCC1,8.5%,-11
COc1cc2c(cc1OC)C(C(=O)N1CCN(c3ccccc3)CC1)C(c1cccs1)N(C)C2=O (centres undefined),-3.2%,4
O=C(O)c1ccccc1C(=O)Nc1ccccc1,-0.1%,.
Cc1cccc(NC(=S)N(C)C2(c3ccccc3Cl)CCCCC2=O)c1 (centres undefined),4.6%,.
NC(=O)Cn1c(=O)n(-c2ccccc2)c(=O)c2oc3ccccc3c21,4.6%,5
CC(/C=N/NC(=S)Nc1cccc(S(=O)(=O)N(C)C)c1)c1ccccc1 (centres undefined),8.3%,-13
CC1CN(S(=O)(=O)N2CCOCC2)CCN1S(=O)(=O)N1CCOCC1 (centres undefined),0.6%,-15
COC(=O)CNC(=O)c1cccc(Cl)c1,-6.6%,-15
Cc1ccc(CN2CCC(C(=O)NCCC(C)C)CC2)o1,1.1%,5
Cn1c(=O)c(=O)n(C)c2cc(S(=O)(=O)NCCN3CCN(c4ccccc4F)CC3)ccc21,0.6%,4
O=C(CSc1nc2nc(-c3cccs3)cc(C(F)(F)F)c2c(=O)[nH]1)Nc1c(F)c(F)c(F)c(F)c1F,3.3%,-7
Cc1[nH]n(-c2ccc(F)cc2)c(=O)c1/C=N/c1sc2c(c1C#N)CCCC2,1.2%,.
COc1ccc(CN2CCN(c3ccccc3F)CC2)cc1O,1.4%,11
CC(=O)c1c(C)n([O-])c2ccc(C)cc2[n+]1=O,-2.0%,10
c1ccc(COc2ccccc2CNC23CC4CC(CC(C4)C2)C3)cc1,-2.4%,-10
O=c1c(C=NCc2cccnc2)c(C(F)(F)F)[nH]n1-c1nc2ccccc2s1,-1.0%,6
Cc1ccc(-c2nc(N/N=C/c3ccccc3[N+](=O)[O-])c3ccccc3n2)cc1,-3.0%,-8
O=C(O)CCCC(=O)Nc1ccc(Br)cc1C(=O)O,0.8%,13
Cc1cc2c3nonc3ccc2n1-c1ccccc1,2.2%,-7
O=S(=O)(NC1CCCCC1)c1ccc(F)c2ccccc12,1.9%,23
COc1cccc(OC)c1C(=O)Nc1nc2ccc(S(C)(=O)=O)cc2s1,1.6%,40
COC(=O)c1[nH]c2cc(OC)ccc2c1N,0.0%,.
Cn1cccc1C(=O)C(=O)Nc1ccccc1,1.2%,9
O=C(O)Cc1ccc(C(=O)c2ccccc2)s1,-4.3%,6
COCC(C)n1c(SCC(=O)N2CCCCC2)nc2ccccc2c1=O (centres undefined),5.6%,2
COCCn1c(=N)c(C(=O)NCc2ccco2)cc2c(=O)n3cc(C)ccc3nc21,-4.8%,-8
COc1ccccc1/C=C/C=N/NC(=O)CN1CCN(Cc2ccccc2)CC1,-2.2%,14
Cc1ccc(C2=C(CC(=O)O)C(=O)CC2)cc1,-0.5%,2
CCn1c(=O)n(CC)c2cc(S(=O)(=O)Nc3c(C)cccc3C)ccc21,4.8%,-5
CCCn1c(SCC(=O)c2cc(OC)ccc2OC)nnc1C(C)C,-1.5%,.
CN(C)S(=O)(=O)c1ccc(Cl)c(C(=O)NCc2ccco2)c1,1.9%,.
Nc1ccc(S(N)(=O)=O)cc1,-3.2%,.
COCCNC(=O)Cn1c(=O)n(C)c2ccccc21,-0.4%,1
O=C(Cn1c(=O)oc2cc(S(=O)(=O)N3CCCC3)ccc21)N1CCCC1,2.6%,22
CC(C)(C)OC(=O)NNC1CC(=O)N(c2ccccc2F)C1=O (centres undefined),-4.9%,.
# Next part.
SMILES,GlmU inhibition,Mtb RmlCD inh
CCCCCCCCOC(=O)c1nc(Cl)c(Cl)c(N)c1Cl,-2.7%,7
CCC(C)[C@H](NC(=O)OC(C)(C)C)C(=O)N/N=C/C1=Cc2ccccc2OC1 (some centres undefined),3.0%,-1
Clc1ccccc1C1=Nn2c(nnc2-c2ccncc2)SC1,.,8
CCC(C(=O)OCC(=O)Nc1cc(C)ccc1OC)c1ccccc1 (centres undefined),1.9%,3
Cc1cc(Cl)cc(Cl)c1OCCOCCN(C)C,0.1%,.
COc1ccc(NC(=O)NCc2ccncc2)c(OC)c1,8.8%,-8
CCN(CC)S(=O)(=O)c1cccc(-c2cn3cc(C)ccc3n2)c1,0.0%,.
Cc1cc(C)c(NC(=S)N(C)C)cc1C,-6.4%,.
CCn1c(SC(C)C(=O)O)nc2sc3c(c2c1=O)CCC3 (centres undefined),6.9%,?
Cc1ccc(-n2nnnc2SCC(=O)Nc2nc(-c3ccc(F)cc3)cs2)cc1C,3.6%,-4
CN(C)CC1CSCCC1(O)c1ccccc1Cl (centres undefined),1.0%,.
COc1ccc(NC(=O)c2cccc(N3C(=O)NC4CC3(C)Oc3ccccc34)c2)cc1 (centres undefined),-3.2%,1
CCOc1cc(/C=C/c2ccc3cccc([N+](=O)[O-])c3n2)ccc1O,-2.1%,-3
O=C(Nc1ccc(N2CCOCC2)cc1)C1CCCCC1,-1.9%,12
Cn1c(-c2sccc2OCc2ccccc2)n[nH]c1=S,4.3%,4
O=C(c1nn2cccnc2c1Cl)N1CCN(c2ccccc2)CC1,-0.6%,-23
CCCC(=O)NC(NC(=S)Nc1c(C)n(C)n(-c2ccccc2)c1=O)C(Cl)(Cl)Cl (centres undefined),2.2%,-5
O=C(OCC#CCSc1nnc(-c2ccccc2)o1)c1ccco1,1.9%,54
CN(C)CCCN(C(=O)c1cccs1)c1nc(-c2ccccc2)cs1,-4.3%,-60
CCOC(=O)C(C(=O)OCC)C1OC(=O)c2cc3c(cc21)C(=O)OC3C(C(=O)OCC)C(=O)OCC (centres undefined),-6.6%,16
CN(C)c1ccc(NC(=O)c2cn(-c3ccccc3)nc2-c2cccs2)cc1,-0.4%,-6
CC(C)(C)c1nc(NCCN2CCOCC2)c2nnn(Cc3ccccc3Cl)c2n1,-2.9%,-3
CN1C(=O)/C(=C2/C=Cc3ccccc3N2CCCS(=O)(=O)O)SC1=S,1.1%,-9
Cc1ccc(CNC(=O)c2ccc3c(c2)S(=O)(=O)c2ccccc2C3=O)cc1,-3.0%,.

# Rewritten with two lines to a compound: 15 of the compounds above.
# Below each compound – GlmU inhibition, Mtb RmlCD inh
Cc1ccc(-n2nnnc2SCC(=O)Nc2nc(-c3ccc(F)cc3)cs2)cc1C
→ 3.6%, -4
CN(C)CC1CSCCC1(O)c1ccccc1Cl (centres undefined)
→ 1.0%, .
COc1ccc(NC(=O)c2cccc(N3C(=O)NC4CC3(C)Oc3ccccc34)c2)cc1 (centres undefined)
→ -3.2%, 1
CCOc1cc(/C=C/c2ccc3cccc([N+](=O)[O-])c3n2)ccc1O
→ -2.1%, -3
O=C(Nc1ccc(N2CCOCC2)cc1)C1CCCCC1
→ -1.9%, 12
Cn1c(-c2sccc2OCc2ccccc2)n[nH]c1=S
→ 4.3%, 4
O=C(c1nn2cccnc2c1Cl)N1CCN(c2ccccc2)CC1
→ -0.6%, -23
CCCC(=O)NC(NC(=S)Nc1c(C)n(C)n(-c2ccccc2)c1=O)C(Cl)(Cl)Cl (centres undefined)
→ 2.2%, -5
O=C(OCC#CCSc1nnc(-c2ccccc2)o1)c1ccco1
→ 1.9%, 54
CN(C)CCCN(C(=O)c1cccs1)c1nc(-c2ccccc2)cs1
→ -4.3%, -60
CCOC(=O)C(C(=O)OCC)C1OC(=O)c2cc3c(cc21)C(=O)OC3C(C(=O)OCC)C(=O)OCC (centres undefined)
→ -6.6%, 16
CN(C)c1ccc(NC(=O)c2cn(-c3ccccc3)nc2-c2cccs2)cc1
→ -0.4%, -6
CC(C)(C)c1nc(NCCN2CCOCC2)c2nnn(Cc3ccccc3Cl)c2n1
→ -2.9%, -3
CN1C(=O)/C(=C2/C=Cc3ccccc3N2CCCS(=O)(=O)O)SC1=S
→ 1.1%, -9
Cc1ccc(CNC(=O)c2ccc3c(c2)S(=O)(=O)c2ccccc2C3=O)cc1
→ -3.0%, .

# (further entries)
SMILES,GlmU inhibition,Mtb RmlCD inh
CN(C)CC(=O)c1c(N)n(Cc2ccccc2)c(=O)n(C)c1=O,-3.8%,-8
O=C(CCS(=O)(=O)c1ccccc1)Nc1ccccc1N1CCOCC1,1.2%,-2
O=C(CN1CCOCC1)Nc1cccc(Br)c1,0.1%,3
CCOc1ccc(C(=O)SC2=NCCS2)cc1,8.7%,.
O=C(CCCn1c(=O)[nH]c2cc(Cl)ccc2c1=O)NCCC1=CCCCC1,-2.5%,8
CCN(CC)CCOC(=O)c1ccccc1Br,-2.2%,1
O=C(Nc1ccc(C(=O)N2CCCC2)cc1)Nc1ccc(Cl)cc1Cl,-5.3%,-7
CCOC(=O)C1=NN(C(=O)c2ccccc2)C(O)(c2ccc(C)cc2)C1 (centres undefined),-1.2%,7
COc1ccc(-n2c(SCC(=O)NCCCN3CCCC3=O)nnc2C(C)N2CCCCC2)cc1 (centres undefined),-0.7%,4
Cc1cc(C)n2nc(C)[n+](C)c2n1,1.5%,9
Cc1ccccc1N1CCN(S(=O)(=O)c2ccccc2)CC1,0.0%,2
C[C@@H](C(=O)Nc1nc2ccccc2s1)N1C(=O)C2CC=CCC2C1=O (some centres undefined),-0.4%,-5
COc1cc(C(F)(F)F)nc(-c2ccccn2)n1,6.8%,-6
COC(=O)c1sc(S(=O)(=O)N2CCC(C(=O)O)CC2)c(C(=O)OC)c1C,-4.6%,.
CNc1cnn(-c2ccc(C)cc2)c(=O)c1Sc1ccc(C)cc1,6.2%,3
COC(=O)c1[nH]c2ccc(C)cc2c1NC(=O)CN1CCN(C(=O)c2ccccc2)CC1,-3.8%,15
COc1ccc(CNC(=O)CN2C(=O)C(C)N(c3ccc(C)cc3)C2=O)cc1 (centres undefined),.,9
COc1nc(OC)nc(N2CCC(NC(=O)C(Cc3cccc(OC)c3OC)NC(C)=O)CC2)n1 (centres undefined),0.0%,.
O=C1Cc2ccccc2Sc2ccccc21,1.6%,-5
c1ccc(-c2noc(-c3ccccc3-c3ccccc3)n2)cc1,-5.5%,11
CCn1c(NC2CCCCC2)nc2ccccc21,5.4%,4
O=C1CS/C(=N\N=C\c2ccccc2Cl)N1CC1CC1,-5.4%,.
CCOC(=O)N1CCC(N(CCOC)C(=O)Nc2ccc(C)c(C)c2)CC1,4.8%,.
COc1ccc(S(=O)(=O)N(CC(=O)N2CCOCC2)c2cc(Cl)ccc2OC)cc1OC,-2.2%,.
COc1ccc(CCNC(=O)c2ccc(CNS(=O)(=O)c3ccc(C(C)(C)C)cc3)cc2)cc1OC,0.2%,-7
O=C(C/C=N/OCc1c(Cl)cccc1Cl)c1cnc(-c2ccccc2)s1,5.4%,5
Nc1nc(-c2ccc3c(c2)CCCC3)cs1,-1.2%,.
CC(=O)c1ccc(OCc2cccc(C(F)(F)F)c2)cc1O,0.8%,5
Cc1ccc(CN(C)CC(=O)Nc2cccc([N+](=O)[O-])c2)o1,-3.8%,.
Cc1ccc(NC(=O)c2cc3cccc([N+](=O)[O-])c3[nH]2)cc1,-1.2%,32
COc1ccc(Nc2nc(C(=O)NCCCN3CCOCC3)cs2)cc1,0.5%,.
CCc1nnc(NC(=O)C2CCN(C(=O)NC3CCCCC3)CC2)s1,.,1
Cc1ccccc1C1NC(=O)Cc2ccccc21 (centres undefined),-1.0%,.

# 2 compounds picked at random from the list so far:
SMILES,GlmU inhibition,Mtb RmlCD inh
CC(=O)c1ccc(OCc2cccc(C(F)(F)F)c2)cc1O,0.8%,5
CCc1nnc(NC(=O)C2CCN(C(=O)NC3CCCCC3)CC2)s1,.,1
